Akt phos inh = HTS Assay for Inhibitors of Akt Phophorylation: Primary Screen | Neuro2A IGF-stimulated pAkt S473 HTRF, 20 min; stronger effect = lower value | 0.32% of 360,000 active | AID 651550, 2012 | activity change, % for hits at 50 µM; in the data active means activity change below about -80%; inconclusive means mostly about -51% to -80%; further: on the % scale 0 is the no-effect control and ±100 the full control effect
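Single-point screen (50 µM final compound) in Neuro2A cells stimulated 20 min with 6 nM IGF at 37 deg C. After lysis, Ser473-phosphorylated Akt read by HTRF (ex 330 nm, em 615/665 nm) as the 665/615 ratio.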
PTHR1 ag = qHTS for PTHR1 Agonists: Primary Screen. AID 743266, 2014. Potency, µM (titrated, usually from 115 µM), for inactives: at the top dose activation, usual class: activators. Parathyroid hormone/parathyroid hormone-related peptide receptor (Homo sapiens), Q03431. 0.075% of 410,000 active. HEK293 GP2 PTHR1 cells, GloSensor cAMP luminescence, 1 h; further: potency means the concentration at half of the fitted maximal effect; nearly all actives have a fitted effect of over 55% in size; some results filed as inactive show a strong effect at the top dose; inactives centre near -15; many of its hits are not listed in these tables
Target sequence (Q03431 whole entry, looked up): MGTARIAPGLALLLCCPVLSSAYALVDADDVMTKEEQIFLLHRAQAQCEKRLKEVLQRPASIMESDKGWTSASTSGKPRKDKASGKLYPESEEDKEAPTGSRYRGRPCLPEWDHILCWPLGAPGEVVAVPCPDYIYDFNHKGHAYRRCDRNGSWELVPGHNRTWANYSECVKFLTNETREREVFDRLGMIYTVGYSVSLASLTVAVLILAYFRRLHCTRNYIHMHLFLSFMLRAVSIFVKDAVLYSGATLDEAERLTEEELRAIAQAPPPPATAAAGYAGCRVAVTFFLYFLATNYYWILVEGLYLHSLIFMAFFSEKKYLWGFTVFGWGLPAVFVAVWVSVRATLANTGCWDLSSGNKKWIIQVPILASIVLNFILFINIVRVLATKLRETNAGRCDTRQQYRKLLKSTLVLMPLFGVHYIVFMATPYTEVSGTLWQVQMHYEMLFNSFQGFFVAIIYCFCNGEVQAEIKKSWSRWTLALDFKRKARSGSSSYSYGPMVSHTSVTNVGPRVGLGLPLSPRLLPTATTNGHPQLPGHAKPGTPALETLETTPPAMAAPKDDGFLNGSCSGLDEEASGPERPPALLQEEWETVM
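HEK-293-derived GP2 cells expressing PTHR1 and a GloSensor cAMP reporter, 3,000/well, plated overnight, given luciferin plus IBMX (each 0.5 mM as added) for 1 h at 37 °C, then compound for 1 h at 37 °C. Luminescence was read after 15 min at room temperature.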
EPAC2 antag = qHTS for Antagonist of cAMP-regulated guanine nucleotide exchange factor 2 (EPAC2): primary screen. Rap guanine nucleotide exchange factor 4 (Homo sapiens), Q8WZA2. Potency, µM (highest dose often 114 µM), for inactives: at the top dose activity, negative = inhibition, most hits filed as inhibitors. EPAC2 GEF exchange of Rap1B-BODIPY-GDP, fluorescence. 0.18% of 360,000 active; further: potency means the concentration at half of the fitted maximal effect; on the % scale 0 is the no-effect control and ±100 the full control effect; nearly all actives have a fitted effect of over 45% in size; many of its hits are not listed in these tables
EPAC2 ag = qHTS for Agonist of cAMP-regulated guanine nucleotide exchange factor 4 (EPAC2): primary screen; EPAC2 activation, biochemical qHTS; response scale: 100% = 6.5 mM cAMP response; Potency, µM (doses to about 154 µM), without a hit: at the top dose activation, usual class: activators; 0.079% of 360,000 active; further: potency means the concentration at half of the fitted maximal effect; nearly all actives have a fitted effect of over 50% in size
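Compounds were added across a concentration range to EPAC2 (100 nM), RAP1B-BODIPY-GDP (250 nM) and GDP (50 uM). After 5 min at room temperature, fluorescence was recorded at 5-min intervals for 30 min.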
D3 antag = qHTS of D3 Dopamine Receptor Antagonist: qHTS; D(3) dopamine receptor (Homo sapiens), P35462; D3R cells, DiscoveRx beta-arrestin luminescence, antagonist mode; stronger effect = lower value; max response, negative = inhibition, %; 2.5% of 360,000 active; in the data active means max response below about -50%; inconclusive means no clear call, values can overlap the other calls; further: on the % scale 0 is the no-effect control and ±100 the full control effect; mostly tested at two doses, the higher about 12 µM
Target sequence (P35462 whole entry, looked up): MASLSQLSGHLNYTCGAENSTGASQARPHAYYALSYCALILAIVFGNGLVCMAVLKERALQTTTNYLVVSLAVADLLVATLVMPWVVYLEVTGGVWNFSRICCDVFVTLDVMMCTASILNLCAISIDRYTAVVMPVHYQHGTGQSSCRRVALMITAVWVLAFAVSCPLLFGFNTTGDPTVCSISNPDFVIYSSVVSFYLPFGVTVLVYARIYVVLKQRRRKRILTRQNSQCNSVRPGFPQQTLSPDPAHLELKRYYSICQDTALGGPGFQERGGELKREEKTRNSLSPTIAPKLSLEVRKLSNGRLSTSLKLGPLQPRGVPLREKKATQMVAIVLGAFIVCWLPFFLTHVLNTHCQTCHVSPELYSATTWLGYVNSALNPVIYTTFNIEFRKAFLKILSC
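Cells plated overnight at 1500 cells/well, then exposed to library compounds with dopamine controls for 90 minutes at 37 degrees C. DiscoveRx reagent added for 30–60 minutes at room temperature; luminescence read, quantitative HTS format.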
CCT chaperon mod = High-Throughput Screening for Modulators of Cytosolic Chaperonin Activity; AID 651819, 2012; purified chaperonin ATPase assay, HTRF ADP detection, 30 min; activity change, % (no concentration beside the values), hits read low; 0.3% of 360,000 active; in the data active means activity change below about -30%; further: on the % scale 0 is the no-effect control and ±100 the full control effect
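Nucleotide hydrolysis assay: TRiC at 20–40 nM final (set by batch activity) with 10 uM ATP, 30 min at 37 °C, in presence of 76 uM compound. Detection by competitive ADP HTRF, 30 min ambient.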
Mm-Cpn inhibitor = Inhibitors of TCP-1 ring complex (TRiC) of Methanococcus maripaludis (MmCpn): qHTS | purified Mm-Cpn ATPase, ADP Transcreener TR-FRET | Chaperonin Mm-Cpn (Methanococcus maripaludis) | Potency, µM (doses to about 76.9 µM), without a hit: top-dose activity, negative = inhibition, actives largely listed as inhibitors | 0.031% of 330,000 active; further: potency means the concentration at half of the fitted maximal effect; on the % scale 0 is the no-effect control and ±100 the full control effect; nearly all actives have a fitted effect of over 80% in size
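Inhibition of chaperonin ATP hydrolysis is measured as reduced ADP production, detected by competitive TR-FRET in which signal falls with ADP. Final enzyme 25 nM and ATP 10 uM, reacted 30 min at 37°C.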
DRD3 agonist = qHTS of D3 Dopamine Receptor Agonist: qHTS | D3R DiscoveRx beta-arrestin cells, luminescence, 90 min | max activation, % | 0.58% of 410,000 active | D(3) dopamine receptor (Homo sapiens), P35462 | AID 652048, 2013; in the data active means max activation above about 30%; further: 0% is about no effect; mostly tested at two doses, the higher about 12 µM
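Agonist mode: compounds and dopamine controls were applied to plated cells for 90 min at 37 degrees C after an overnight attachment at 1500 cells/well. Luminescent read-out followed 30 - 60 minutes at room temperature with DiscoveRx detection reagent.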
* = called active by the depositor; i = inactive; ? = inconclusive; . = not tested or not shown; [ ] = remark or other dose. Unless noted, the call rests on the fitted dose curve; in most records, active means well fitted curve in the direction sought with a large enough effect; inconclusive means small, poorly fitted or top-dose-only effect, or another doubt; inactive means no such curve, though single readings can be large; an effect the other way counts as inactive or inconclusive. This is a subset, so the mix of outcomes need not match the whole.

item	canonical_smiles	Akt phos inh	D3 antag	Mm-Cpn inhibitor	PTHR1 ag	DRD3 agonist	CCT chaperon mod	EPAC2 antag	EPAC2 ag
1	CC(=O)c1ccc(OCCNS(=O)(=O)c2ccc(-n3cnnn3)cc2)cc1	i	0.1	2.8%	i	-0.8	0.0	-4.0%	6.7%
2	Nc1c(S(=O)(=O)c2cccs2)c2nc3ccccc3nc2n1Cc1ccc2c(c1)OCO2	i	0.4	-25.0%	-5.4%	8.0	-1.0	-1.9%	23.8%
3	Cc1ccccc1-n1nc(-c2cccnc2)cc1C(=O)NN	i	-2.5	-1.7%	-32.1%[inhibitor]	4.6	-8.2	-11.9%	4.7%
4	O=C1CN(C(=O)COC(=O)c2ccco2)c2ccccc2N1	i	3.9	1.5%	-24.4%	-8.0	0.3	26.8%	5.9%
5	Cc1ccc(-c2cc(-c3ccc(F)cc3)n[nH]2)c(O)c1	i	-14.0	0.7%	-41.1%[inhibitor]	0.1	-5.1	-12.4%	3.3%
6	CC1(C)C2CC=C(/C=N/NC(=S)NCCc3ccccc3)C1C2 (stereo not drawn)	i	-7.4	-1.0%	-16.6%	-9.2	1.2	8.6%	3.7%
7	Cc1ccc(C(=O)C(C)OC(=O)c2nc(Cl)ccc2Cl)cc1 (stereo not drawn)	i	-17.5	1.9%	9.8%	-7.0	-0.9	-16.0%	12.5%
8	O=C(COC(=O)c1ccc[nH]c1=O)Nc1ccc(S(=O)(=O)N2CCCC2)cc1	i	-7.6	0.7%	i	-3.7	1.4	13.5%	4.7%
9	CC1=CCC2C(=O)N(Cc3ccccc3)C(=O)C2C1 (stereo not drawn)	i	6.2	0.1%	i	-4.4	-0.4	5.9%	0.8%
10	CC1CCCCC1NCc1cccc([N+](=O)[O-])c1 (stereo not drawn)	i	-25.7	0.0%	i	-15.8	-1.2	3.0%	4.2%
11	COc1cc(C)ccc1S(=O)(=O)NC(=O)C1(C)CCN1C(=O)Cc1ccccc1Cl (stereo not drawn)	i	-16.4	.	-2.5%	-3.2	0.1	3.2%	12.0%
12	CCCCc1ccc(-c2nn[nH]n2)nc1	i	-23.8	.	8.2%	-16.8	-3.3	1.3%	5.8%
13	CCOC(=O)[C@]12CCC=C1N(CCC1=CCCCC1)C(=O)[C@H](CC(=O)NCc1ccccc1)C2	i	20.3	.	-18.7%	0.4	0.6	-2.3%	10.8%
14	Cc1ccc(NS(=O)(=O)N2CCOCC2)cc1	i	2.8	-0.9%	-1.2%	-10.1	-4.4	4.5%	-0.5%
15	Nc1nc(Nc2ccccc2)nc(C(F)(F)F)n1	i	-4.9	0.0%	-39.8%[inhibitor]	-7.9	-0.2	0.6%	6.9%
16	O=C(Cc1c[nH]c2ccccc12)N[C@@H](Cc1c[nH]c2ccccc12)C(=O)O	i	1.2	1.7%	i	3.7	-1.4	2.5%	2.6%
17	COc1ccccc1C1=NC(c2ccc(F)cc2)N=C1C (stereo not drawn)	i	-5.2	-3.8%	-7.5%	-8.3	-2.4	-13.5%	17.8%
18	O=C(NCCN1CCN(c2ccccc2)CC1)c1cccn2c(=O)c3cc(Cl)ccc3nc12	i	-5.6	-3.3%	i	1.6	-2.3	-0.5%	-9.1%
19	Cc1nc(SCC(=O)NCCc2ccccc2)n[nH]1	i	-3.3	-5.6%	-3.9%[57.5 µM]	7.9	-1.0	-8.9%	-0.2%
20	COc1ccc(S(=O)(=O)N2CCCC2)c(C)c1C	i	-4.0	1.1%	i	0.1	-3.7	?	7.1%
21	CC(=C1SC(=S)NC1=O)c1ccccc1	i	-27.3	.	-32.4%[inhibitor]	-13.9	-3.0	-9.5%	2.5%
22	COc1ccc(C2c3ccc(O)cc3Oc3ncn(Cc4ccco4)c(=N)c32)cc1OC (stereo not drawn)	i	15.1	-3.6%	i	0.7	1.7	-5.6%	2.5%
23	COC(=O)[C@H](Cc1ccccc1)NC(=O)Nc1ccc(C)cc1	i	-2.5	1.6%	-25.0%[57.5 µM]	7.4	1.7	-11.5%	-24.4%
24	Cc1cccc2cc(COC(=O)c3ccco3)c(=O)[nH]c12	i	41.2	1.1%	i	1.5	-0.1	6.3%	-0.8%
25	CCc1nc2c(OCCC3CCCCC3)cccn2c1N(C)C(=O)COc1ccccc1	i	-13.3	.	-5.8%	-27.2	-2.1	1.5%	14.8%
26	O=C(Nc1cccc(C(F)(F)F)c1)c1ccc(N2CCNCC2)c([N+](=O)[O-])c1	i	-6.7	-5.0%	i	4.7	-3.4	-7.4%	19.6%
27	Cc1ccc(C)c(CSCC(=O)NCc2cccs2)c1	i	-5.2	-0.7%	i	3.2	0.8	-18.2%	-2.3%
28	O=C(Cn1c(=O)oc2cc(S(=O)(=O)N3CCCCC3)ccc21)N1CCc2ccccc21	i	?	-1.3%	i	3.2	-3.6	3.2%	-9.7%
29	COc1ccc(CCC(=O)NNC(=O)c2cccs2)cc1	i	-2.3	4.1%	-13.8%	-1.7	0.7	1.6%	10.6%
30	COc1ccc(/C=C/C(=O)c2cc(Br)ccc(=O)c2O)cc1	i	19.8	-4.0%	-41.9%	-1.6	3.1	-0.1%	9.8%
31	O=S(=O)(Nc1ccc(Cc2ccncc2)cc1)c1ccc(Cl)cc1	i	-0.6	-1.9%	-44.4%[inhibitor]	1.3	2.3	-3.1%	-4.6%
32	O=C(c1ccncc1)N(c1ccc2oc3c(c2c1)CCCC3)S(=O)(=O)c1cccc([N+](=O)[O-])c1	i	-5.8	0.9%	-10.0%	11.5	1.9	0.4%	2.2%
33	CCNc1nc(NC(C)C)nc(OCC)n1	i	15.9	-1.1%	-12.6%[57.5 µM]	-3.4	-1.4	-4.3%	6.5%
34	COc1ccc(NC(=O)N(C2CCCCC2)C(C)c2ccco2)c(OC)c1 (stereo not drawn)	i	5.5	-1.7%	i	4.2	-1.2	-10.9%	4.3%
35	COc1cc(C(=O)OCC#N)ccc1OCc1c(C)noc1C	i	1.0	-1.2%	i	2.1	0.4	-9.7%	8.8%
36	Cc1nccn1CCC(=O)O	i	-1.4	-0.8%	i	-5.8	-1.7	5.2%	-12.2%
37	CCCc1nnc(SCC(=O)N2C(C)CCCC2C)n1CCCOC (stereo not drawn)	i	11.1	0.0%	i	0.1	-0.7	-4.4%	4.6%
38	COC(=O)c1cc(NC(=O)CN(c2ccccc2OC)S(=O)(=O)c2ccccc2)ccc1Cl	i	9.7	-4.3%	-59.8%[inhibitor][57.5 µM]	3.0	-6.2	-0.4%	5.2%
39	NC(=O)c1ccccc1NC(=O)/C=C/c1c(Cl)cccc1Cl	i	20.4	-0.8%	-15.5%[57.5 µM]	-4.9	1.2	6.6%	-2.8%
40	CCN1C(=O)[C@H]2[C@@H](c3ccc(-c4cccc(Cl)c4)cc3)N3CCCC[C@@]3(C(=O)OC)[C@H]2C1=O	i	5.3	0.3%	-8.1%	-19.0	-6.3	-5.2%	-2.5%
41	CC(C)NC(=O)c1[nH]nc2c1CCc1ccccc1-2	i	-18.4	-2.0%	i	-8.5	-2.0	0.5%	14.7%
42	O=C(NCCN1CCN(C(=O)c2ccc(F)cc2)CC1)C(=O)NCc1ccccc1	i	-2.7	1.0%	i	3.5	-2.3	-3.8%	9.2%
43	CC(C)c1ccc(N(C(=O)c2ccco2)C(C(=O)NC2CCCC2)c2ccncc2)cc1 (stereo not drawn)	i	?	0.4%	i	-5.3	-0.4	-12.4%	7.2%
44	Cc1ccccc1CNC(=O)C1CCC(=O)N(Cc2cccc(F)c2)C1 (stereo not drawn)	i	1.3	1.5%	?	3.0	1.6	16.9%	-0.2%
45	O=C(Cn1c(NCCO)nc2ccccc21)c1ccco1	i	-10.8	-3.9%	-28.3%[57.5 µM]	0.7	-1.0	-0.6%	4.8%
46	COc1ccc(C(=O)NCC(=O)OCC(=O)Nc2ccc(C)c(S(=O)(=O)N(C)C)c2)cc1OC	i	0.0	-0.2%	i	6.8	0.1	-5.4%	7.5%
47	Cc1cccc(NC(=O)COc2ccccc2C)n1	i	25.0	0.0%	-4.7%[57.5 µM]	-9.3	-2.2	-2.7%	5.2%
48	O=C(Cc1ccc(NC(=O)C2CCCN(C(=O)C3CCC3)C2)cc1)Nc1cccc(C(=O)N2CCCCC2)c1 (stereo not drawn)	i	30.7	.	i	-8.2	0.9	4.9%	3.7%
49	O=c1[nH][nH]c(C(F)(F)F)c1C=Nc1cccc(Cl)c1	i	6.1	-0.9%	i	0.0	-1.5	8.5%	-0.4%
50	COc1ccc(C(=O)O)cc1S(=O)(=O)NCc1ccccn1	i	-13.6	1.0%	i	0.9	-1.9	-4.0%	4.5%
51	Cc1c(C(=O)NC2CCCCC2)oc2ccccc12	i	-4.9	1.1%	-74.7%	-0.1	-0.7	-9.9%	12.8%
52	OCCC1CN(Cc2ccccc2O)CCN1CCCc1ccccc1 (stereo not drawn)	i	-75.1*	0.6%	i	-5.6	-0.3	-4.8%	-1.5%
53	O=S(=O)(NC1CC1)c1cccc(S(=O)(=O)N2CCCC2)c1	i	0.0	0.4%	i	-3.7	-2.4	-2.2%	10.6%
54	Cc1c(C(=O)N(C)C)c2cc(Cl)ccc2n1O	i	-2.8	-1.3%	16.0%	7.5	-0.6	-1.1%	6.1%
55	O=C(CS(=O)(=O)c1ccccc1)c1cc2ccccc2oc1=O	i	13.4	-0.2%	-47.9%[inhibitor]	-1.5	0.3	?	1.8%

Two compounds from above, reduced to Akt phos inh.
nr	SMILES	Akt phos inh
52	OCCC1CN(Cc2ccccc2O)CCN1CCCc1ccccc1 (stereo not drawn)	i
17	COc1ccccc1C1=NC(c2ccc(F)cc2)N=C1C (stereo not drawn)	i

Screening results (PubChem)
